Assay outcomes as filed in PubChem BioAssay.
ABHD4 inh: inhibits mouse alpha/beta hydrolase domain 4; purified mABHD4, FP-Rh probe fluorescence polarization; actives 0.54% (n = 370,000); Q8VD66; inhibition, % at 8.92 µM;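 active = inhibition exceeding the mean over every tested compound plus 3 SD, cut at about 30% in these data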;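 note: 0% = plate median of compound wells and 100% = S159A mutant with DMSO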
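Assay system: Wild-type mouse ABHD4 protein | Medium: HEPES pH 7.0 buffer, 150 mM NaCl, 0.01% Pluronic F-127 | Incubation: Enzyme–compound pre-incubation 45 min, then probe 60 min, both 25 °C | Technique: Fluorescence polarization with parallel and perpendicular emission, 525/598 nm | Evaluation: % inhibition of FP-Rh probe binding versus controls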
SIAE primary: inhibitors of human sialic acid acetylesterase SIAE | Q9HAT2 | SIAE FP-Rh probe binding, fluorescence polarization | inhibition, % at 9.66 µM | actives 0.69% (n = 370,000);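 active = inhibition above a cutoff: mean of compounds within the control limits plus 3 SD of those, cut at about 17% in these data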;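 note: 0% = plate median of compound wells and 100% = probe without SIAE protein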
Target sequence (Q9HAT2 whole entry, looked up): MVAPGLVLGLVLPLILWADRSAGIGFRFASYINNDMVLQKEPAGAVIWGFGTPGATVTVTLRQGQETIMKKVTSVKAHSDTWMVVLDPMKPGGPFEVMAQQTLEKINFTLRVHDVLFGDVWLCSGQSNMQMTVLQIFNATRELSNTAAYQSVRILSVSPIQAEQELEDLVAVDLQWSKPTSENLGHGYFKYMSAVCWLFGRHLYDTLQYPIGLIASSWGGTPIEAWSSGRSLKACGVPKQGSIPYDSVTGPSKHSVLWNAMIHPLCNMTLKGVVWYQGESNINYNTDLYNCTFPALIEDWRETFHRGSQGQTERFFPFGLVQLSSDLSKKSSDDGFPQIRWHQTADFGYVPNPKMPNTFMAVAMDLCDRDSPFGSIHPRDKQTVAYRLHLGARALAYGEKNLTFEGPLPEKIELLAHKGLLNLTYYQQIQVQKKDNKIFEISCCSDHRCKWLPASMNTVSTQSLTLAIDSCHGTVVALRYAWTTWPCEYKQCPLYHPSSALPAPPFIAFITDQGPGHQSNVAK
PRMT1 inh: blocks human protein arginine methyltransferase 1; Q99873; recombinant PRMT1, activity-based probe fluorescence polarization; inhibition, % at 2.79 µM; actives 1.3% (n = 370,000); AID 652257;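 active = inhibition above about 21% made by adding two undisclosed values, limit read from the data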
GC-B act: GC-B (human) receptor activation. HEK293-GC-B cells, CNP EC30, cGMP TR-FRET; 0% at EC30 CNP, 100% saturating CNP. activation, % at 10 µM. actives 0.11% (n = 370,000). AID 1920062;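 active = activation at 10 µM reaching about 35% in either raw or pattern-adjusted values, limit read from the data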
HTRA1 inh: HTRA1 (human) protease inhibition. Q92743. recombinant HTRA1, FP-rhodamine activity-based probe, fluorescence polarization. inhibition, % at 5.96 µM. actives 0.5% (n = 340,000). AID 504803; in the data active = inhibition above about 36%;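 note: 0% = enzyme with DMSO and 100% = wells lacking enzyme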
TDP2 inh: TDP2 (human) inhibition, absorbance primary screen. actives 0.34% (n = 370,000). recombinant TDP2, T5PNP hydrolysis, p-nitrophenol absorbance 415 nm. O95551. AID 720702. inhibition, % at 12.8 µM;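 active = inhibition above the mean of all tested compounds plus 3 SD, set per campaign, cut at about 25% in these data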;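 note: 0% = DMSO with enzyme and 100% = buffer with substrate but no TDP2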
Target sequence (O95551 whole entry, looked up): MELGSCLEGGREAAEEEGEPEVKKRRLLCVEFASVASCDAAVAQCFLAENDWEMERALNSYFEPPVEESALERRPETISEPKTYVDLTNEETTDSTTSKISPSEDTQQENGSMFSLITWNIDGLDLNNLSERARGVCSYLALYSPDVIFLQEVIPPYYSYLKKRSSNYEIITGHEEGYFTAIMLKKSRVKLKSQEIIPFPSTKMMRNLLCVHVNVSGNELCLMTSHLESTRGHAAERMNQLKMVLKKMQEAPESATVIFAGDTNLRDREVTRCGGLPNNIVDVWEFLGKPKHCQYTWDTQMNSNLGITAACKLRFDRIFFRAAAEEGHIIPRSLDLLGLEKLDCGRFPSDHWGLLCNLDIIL
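System: recombinant human TDP2 / Amount: 120 nM TDP2 per well / Also added: 5 mM T5PNP chromogenic substrate / Doses: 12.8 µM single point, 1% DMSO / Incubation: 2 h at 37 °C / Detection: p-Nitrophenol epi absorbance / Evaluation: % inhibition relative to enzyme-containing and enzyme-free wells / Repeats: singlicate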
TCR-CD3 inh: blocks the human TCR-CD3 interaction; TAMRA-labeled TCR probe fluorescence, biochemical; inhibition, % at 9.4 µM; actives 0.37% (n = 360,000); AID 651800; in the data active = inhibition above about 19%;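 note: recombinant mutant TCR 2C K166C tagged with TAMRA read by polarization; 0% = receptor in buffer alone and 100% = receptor with positive control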
rCAG binder: binds r(CAG) RNA repeats; AID 651821; r(CAG) RNA repeat, TO-PRO-1 dye displacement fluorescence; inhibition, % at 3 µM; actives 1.3% (n = 370,000);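 active = inhibition above the plate cutoff, the mean of all test compounds on that plate plus 3 SD, cut at about 35% in these data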;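 note: 0% = DMSO alone and 100% = 100 µM mitoxantrone as full dye displacement; higher means more dye released from RNA so lower well fluorescence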
MBD2 inh: MBD2-methylated oligo binding inhibition | TR-FRET, MBD2 binding to methylated oligonucleotide | inhibition, % at 4.4 µM | actives 0.31% (n = 370,000); in the data active = inhibition above about 13%
LEDGF integ inh: blocks HIV-1 LEDGF/p75-dependent DNA integration | TR-FRET IN-LEDGF/p75 DNA integration, Eu/Cy5 | inhibition, % at 3.7 µM | actives 0.64% (n = 370,000) | AID 743269;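 active = inhibition above the screen-wide mean plus 3 SD, cut at about 13% in these data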;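 note: signal is the Cy5 over europium emission ratio at 671 and 618 nm; 0% = plate median of compound wells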
An asterisk follows results filed as active; & = joins results of further samples. Some of the compounds tested, so the mix of outcomes need not match the whole.

Screening O=C(COC(=O)c1ccc(O)cc1)Nc1cc(S(=O)(=O)N2CCOCC2)ccc1Cl returned ABHD4 inh -5, SIAE primary -1, PRMT1 inh 2, GC-B act -1, HTRA1 inh 0, TDP2 inh 1, TCR-CD3 inh 3, rCAG binder 6, MBD2 inh 2 and LEDGF integ inh -3.
Screening Cc1cc(NCCCN(C)C)n2nc(-c3cccs3)cc2n1 returned ABHD4 inh 3, SIAE primary 1, PRMT1 inh -3, GC-B act -8, HTRA1 inh -3, TDP2 inh -2, TCR-CD3 inh -4, rCAG binder 4, MBD2 inh 2 and LEDGF integ inh 2.
Screening Cc1cc(C)nc(Nc2ncc(O)n2-c2ccc(C)c(Cl)c2)n1 returned ABHD4 inh 2, SIAE primary -3, PRMT1 inh 1, GC-B act 0, HTRA1 inh 6, TDP2 inh 0, TCR-CD3 inh -1, rCAG binder -2, MBD2 inh 1 and LEDGF integ inh 0.
Screening CCn1cc(C(=O)OCC(=O)c2cc(C)n(-c3ccccc3)c2C)c(=O)c2ccc(C)nc21 returned ABHD4 inh 0, SIAE primary -1, PRMT1 inh 1, GC-B act 1, HTRA1 inh -18, TDP2 inh 2, TCR-CD3 inh -4, rCAG binder 0, MBD2 inh -4 and LEDGF integ inh 0.
`COc1ccc(N(CC(=O)NCc2ccccc2)S(=O)(=O)c2c(C)nn(C)c2C)cc1` gave ABHD4 inh 6, SIAE primary 3, PRMT1 inh -1, GC-B act 2, HTRA1 inh -2, TDP2 inh 3, TCR-CD3 inh -3, rCAG binder -1, MBD2 inh -4 and LEDGF integ inh 3.
Screening CCN(CC)C(=O)[C@H]1CC(CC(=O)NCCCn2ccnc2)C(=O)N2CCc3c([nH]c4ccc(OC)cc34)[C@]12C (stereo partly specified) returned ABHD4 inh 2, SIAE primary 12, PRMT1 inh 0, GC-B act 2, HTRA1 inh 7, TDP2 inh 0, TCR-CD3 inh -6, rCAG binder -1, MBD2 inh 0 and LEDGF integ inh 0.
For Cc1ccc(C)c(NC(=O)CCN2CC(C)OC(C)C2)c1 (stereo unspecified) the results were ABHD4 inh -5, SIAE primary 3, PRMT1 inh -1, GC-B act 3, HTRA1 inh -5, TDP2 inh 3, TCR-CD3 inh -6, rCAG binder -2, MBD2 inh -6 and LEDGF integ inh -2.
`O=[N+]([O-])c1ccc(N2CCN(S(=O)(=O)c3ccccc3[N+](=O)[O-])CC2)cc1N1CCc2ccccc2C1` gave ABHD4 inh -1, SIAE primary 8, PRMT1 inh 2, GC-B act -1, HTRA1 inh 2, TDP2 inh -2, TCR-CD3 inh -11, rCAG binder 4, MBD2 inh 1 and LEDGF integ inh -4.
CCN1CCCC1CNC(=O)CSc1cc(=O)n(CC)c2ccccc12 (stereo unspecified) was read as ABHD4 inh 0, SIAE primary 5, PRMT1 inh -3, GC-B act -2, HTRA1 inh 2, TDP2 inh 4, TCR-CD3 inh 6, rCAG binder 3, MBD2 inh -2 and LEDGF integ inh 5.
CC(C)NC(=O)/C(=N\O)c1ccccc1 was read as ABHD4 inh 2, SIAE primary 0, PRMT1 inh 1, GC-B act -6, HTRA1 inh 2, TDP2 inh -1, TCR-CD3 inh -1, rCAG binder -1, MBD2 inh -1 and LEDGF integ inh -3.
COC(=O)CC1OCC=C2CN3CCC45C6=CC(=O)C(=O)C([N+](=O)[O-])=C6NC4C1C2CC35 (stereo unspecified) was read as ABHD4 inh 4, SIAE primary 4, PRMT1 inh 30*, GC-B act 8, TDP2 inh 68*, TCR-CD3 inh 8, rCAG binder 6, MBD2 inh 16* and LEDGF integ inh -3.
For Nc1ccc(N2CCOCC2)c(S(=O)(=O)Nc2ccccc2Cl)c1 the results were ABHD4 inh 19, SIAE primary 39*, PRMT1 inh 1, GC-B act -4, HTRA1 inh 10, TDP2 inh -1, TCR-CD3 inh 19, rCAG binder 9, MBD2 inh 2 and LEDGF integ inh 2.

Next part; the last 2 above are carried over.
COC(=O)CC1OCC=C2CN3CCC45C6=CC(=O)C(=O)C([N+](=O)[O-])=C6NC4C1C2CC35 (stereo unspecified) was read as ABHD4 inh 4, SIAE primary 4, PRMT1 inh 30*, GC-B act 8, TDP2 inh 68*, TCR-CD3 inh 8, rCAG binder 6, MBD2 inh 16* and LEDGF integ inh -3.
For Nc1ccc(N2CCOCC2)c(S(=O)(=O)Nc2ccccc2Cl)c1 the results were ABHD4 inh 19, SIAE primary 39*, PRMT1 inh 1, GC-B act -4, HTRA1 inh 10, TDP2 inh -1, TCR-CD3 inh 19, rCAG binder 9, MBD2 inh 2 and LEDGF integ inh 2.
For Nc1nc(NC(=O)c2cccs2)nn1-c1ccccc1 the results were ABHD4 inh 3, SIAE primary 9, PRMT1 inh -3, GC-B act 3, HTRA1 inh -2, TDP2 inh 8, TCR-CD3 inh -1, rCAG binder 1, MBD2 inh -1 and LEDGF integ inh 1.
Nc1nonc1NC(=O)CSc1nc2ccccc2s1 was read as ABHD4 inh -5, SIAE primary -3, PRMT1 inh 8, GC-B act -5, HTRA1 inh -5, TDP2 inh 6, TCR-CD3 inh 3, rCAG binder 5, MBD2 inh 3 and LEDGF integ inh 2.
`CC(=O)C1=CCC(c2ccc(Cl)cc2)N(S(=O)(=O)c2ccc(C)cc2)C1` (stereo unspecified) gave ABHD4 inh -18&3, SIAE primary -1&-3, PRMT1 inh -2&-2, GC-B act 7&-7, TDP2 inh -22&3, TCR-CD3 inh -6&2, rCAG binder 3&6, MBD2 inh -6&0 and LEDGF integ inh 2&0.
For COc1cc(CC(=O)OCC(=O)Nc2ccc(Cl)c(S(=O)(=O)N(C)C)c2)cc(OC)c1OC the results were ABHD4 inh -2, SIAE primary -1, PRMT1 inh -2, GC-B act 3, HTRA1 inh -4, TDP2 inh -6, TCR-CD3 inh 5, rCAG binder 0, MBD2 inh 2 and LEDGF integ inh -3.
Screening CN1CCN(C(=O)CCCN2C(=O)/C(=C/c3cccc(Br)c3)SC2=S)CC1 returned ABHD4 inh -9, SIAE primary 1, PRMT1 inh 13, GC-B act -10, HTRA1 inh -9, TDP2 inh 3, TCR-CD3 inh -16, rCAG binder 7, MBD2 inh 0 and LEDGF integ inh -1.
`S=C1NCCc2ccccc2C1c1ccccc1` (stereo unspecified) gave ABHD4 inh -3, SIAE primary 0, PRMT1 inh 4, GC-B act 0, HTRA1 inh -25, TDP2 inh 5, TCR-CD3 inh -7, rCAG binder 4, MBD2 inh 3 and LEDGF integ inh -2.
For COCCNc1ncnc2c1ncn2[C@H]1CN(CCOC)C[C@@H](CO)O1 the results were ABHD4 inh 6, SIAE primary -1, PRMT1 inh 0, GC-B act 7, TDP2 inh -2, TCR-CD3 inh 10, rCAG binder 3, MBD2 inh -1 and LEDGF integ inh 0.
CCC(CC)C(=O)Nc1c2c(nn1-c1ccc(F)cc1)CS(=O)(=O)C2 was read as ABHD4 inh 1, SIAE primary 0, PRMT1 inh 0, GC-B act -6, HTRA1 inh 4, TDP2 inh -10, TCR-CD3 inh 5, rCAG binder 3, MBD2 inh 5 and LEDGF integ inh 1.
For O=C(O)Cc1nc2nc3c(c(=O)n2[nH]1)CCCC3 the results were ABHD4 inh -1, SIAE primary 0, PRMT1 inh 0, GC-B act 5, HTRA1 inh 6, TDP2 inh 3, TCR-CD3 inh 3, rCAG binder -2, MBD2 inh -5 and LEDGF integ inh 0.
CCOc1ccc(CN(C)C(=O)CCl)cc1 was read as ABHD4 inh 1, SIAE primary 4, PRMT1 inh -2, GC-B act 3, HTRA1 inh -8, TDP2 inh 20, TCR-CD3 inh 1, rCAG binder 0, MBD2 inh 0 and LEDGF integ inh 0.
CCOC(=O)CSc1nc2cc(C(=O)N3CCCC3)ccc2c(=O)n1Cc1ccccc1 was read as ABHD4 inh -7, SIAE primary -1, PRMT1 inh -1, GC-B act 9, HTRA1 inh -18, TDP2 inh 0, TCR-CD3 inh 0, rCAG binder -8, MBD2 inh -2 and LEDGF integ inh 2.
CSc1ccc(Cl)c(C(=O)NCCCn2ccnc2)c1 was read as ABHD4 inh -9, SIAE primary -3, PRMT1 inh 8, GC-B act 5, HTRA1 inh -3, TDP2 inh -4, TCR-CD3 inh 1, rCAG binder 1, MBD2 inh 6 and LEDGF integ inh 2.
For CCN(CC(=O)NC1CC1)S(=O)(=O)c1ccc(C)cc1 the results were ABHD4 inh -1, SIAE primary 4, PRMT1 inh 0, GC-B act -2, HTRA1 inh 5, TDP2 inh 9, TCR-CD3 inh 6, rCAG binder -2, MBD2 inh -1 and LEDGF integ inh -2.
For CC(C)C(=O)NCCc1nc2ccccc2n1CCCOc1ccc(Cl)cc1 the results were ABHD4 inh -7, SIAE primary -2, PRMT1 inh 1, GC-B act -10, HTRA1 inh 3, TDP2 inh -7, TCR-CD3 inh 4, rCAG binder 0, MBD2 inh 3 and LEDGF integ inh -3.
For COc1ccc(C2C(C(=O)Nc3ccc(F)cc3)CCC(=O)N2c2ccc(OC)cc2)cc1 (stereo unspecified) the results were ABHD4 inh 7, SIAE primary -1, PRMT1 inh 1, GC-B act -4, TDP2 inh -6, rCAG binder 4, MBD2 inh -1 and LEDGF integ inh 0.
For CCOc1cc(C(=O)NCc2ccc(F)cc2)ccc1OCC(=O)N1CCCCC1 the results were ABHD4 inh -3, SIAE primary -2, PRMT1 inh 0, GC-B act 5, HTRA1 inh 1, TDP2 inh -2, TCR-CD3 inh -7, rCAG binder 1, MBD2 inh 0 and LEDGF integ inh -8.
Screening CCN(CC(=O)Nc1ccc(NC(C)=O)cc1)C(=O)C1CC(=O)N(CCc2ccc(OC)c(OC)c2)C1 (stereo unspecified) returned ABHD4 inh 5, SIAE primary -9, PRMT1 inh 0, GC-B act 4, HTRA1 inh 1, TDP2 inh -6, TCR-CD3 inh -2, rCAG binder -1, MBD2 inh -1 and LEDGF integ inh -3.
`Cc1ccc(C(C)C)cc1OCC(=O)NCCCn1ccnc1` gave ABHD4 inh -4, SIAE primary 3, PRMT1 inh -2, GC-B act 0, HTRA1 inh 2, TDP2 inh 3, TCR-CD3 inh -3, rCAG binder -2, MBD2 inh -4 and LEDGF integ inh 3.
Screening COCC(=O)OCc1cc2cccc(C)c2[nH]c1=O returned ABHD4 inh -6, SIAE primary -1, PRMT1 inh 4, GC-B act 3, HTRA1 inh 4, TDP2 inh -3, TCR-CD3 inh -2, rCAG binder -2, MBD2 inh 3 and LEDGF integ inh 0.
Screening Nc1c(C(=O)N2CCCC2)sc2nc3c(cc12)CCCCCC3 returned ABHD4 inh 4, SIAE primary 6, PRMT1 inh 7, GC-B act 0, HTRA1 inh -2, TDP2 inh -9, TCR-CD3 inh -1, rCAG binder -4, MBD2 inh 4 and LEDGF integ inh -4.
Screening COc1ccc(S(=O)(=O)N2CCCCCC2)cc1C(=O)NCc1ccc(C)cc1 returned ABHD4 inh -2, SIAE primary -5, PRMT1 inh -1, GC-B act 10, HTRA1 inh -5, TDP2 inh -9, TCR-CD3 inh 6, rCAG binder 3, MBD2 inh -2 and LEDGF integ inh -3.
